MITF act: increases MITF-driven TRPM1 promoter luciferase signal | SK-MEL-5 TRPM1-promoter luciferase, 24 h; % of positive control, neutral wells = 0 | activation, % at 12.5 µM | AID 588334 | actives 0.75% (n = 300,000);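 active = mean activation of at least 80% with every replicate also reaching 80%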;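 note: 0% = neutral control wells and 100% = parthenolide positive control wells; values of inactives mirror those of a sister screen read the other way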
NSD2 inh: blocks human histone methyltransferase NSD2 | inhibition, % at 12.5 µM | actives 0.54% (n = 310,000) | AID 743445 | NSD2 peptide methylation, AlphaScreen, 120 min | O96028; in the data active = inhibition above about 50%
Target sequence (O96028 whole entry, looked up): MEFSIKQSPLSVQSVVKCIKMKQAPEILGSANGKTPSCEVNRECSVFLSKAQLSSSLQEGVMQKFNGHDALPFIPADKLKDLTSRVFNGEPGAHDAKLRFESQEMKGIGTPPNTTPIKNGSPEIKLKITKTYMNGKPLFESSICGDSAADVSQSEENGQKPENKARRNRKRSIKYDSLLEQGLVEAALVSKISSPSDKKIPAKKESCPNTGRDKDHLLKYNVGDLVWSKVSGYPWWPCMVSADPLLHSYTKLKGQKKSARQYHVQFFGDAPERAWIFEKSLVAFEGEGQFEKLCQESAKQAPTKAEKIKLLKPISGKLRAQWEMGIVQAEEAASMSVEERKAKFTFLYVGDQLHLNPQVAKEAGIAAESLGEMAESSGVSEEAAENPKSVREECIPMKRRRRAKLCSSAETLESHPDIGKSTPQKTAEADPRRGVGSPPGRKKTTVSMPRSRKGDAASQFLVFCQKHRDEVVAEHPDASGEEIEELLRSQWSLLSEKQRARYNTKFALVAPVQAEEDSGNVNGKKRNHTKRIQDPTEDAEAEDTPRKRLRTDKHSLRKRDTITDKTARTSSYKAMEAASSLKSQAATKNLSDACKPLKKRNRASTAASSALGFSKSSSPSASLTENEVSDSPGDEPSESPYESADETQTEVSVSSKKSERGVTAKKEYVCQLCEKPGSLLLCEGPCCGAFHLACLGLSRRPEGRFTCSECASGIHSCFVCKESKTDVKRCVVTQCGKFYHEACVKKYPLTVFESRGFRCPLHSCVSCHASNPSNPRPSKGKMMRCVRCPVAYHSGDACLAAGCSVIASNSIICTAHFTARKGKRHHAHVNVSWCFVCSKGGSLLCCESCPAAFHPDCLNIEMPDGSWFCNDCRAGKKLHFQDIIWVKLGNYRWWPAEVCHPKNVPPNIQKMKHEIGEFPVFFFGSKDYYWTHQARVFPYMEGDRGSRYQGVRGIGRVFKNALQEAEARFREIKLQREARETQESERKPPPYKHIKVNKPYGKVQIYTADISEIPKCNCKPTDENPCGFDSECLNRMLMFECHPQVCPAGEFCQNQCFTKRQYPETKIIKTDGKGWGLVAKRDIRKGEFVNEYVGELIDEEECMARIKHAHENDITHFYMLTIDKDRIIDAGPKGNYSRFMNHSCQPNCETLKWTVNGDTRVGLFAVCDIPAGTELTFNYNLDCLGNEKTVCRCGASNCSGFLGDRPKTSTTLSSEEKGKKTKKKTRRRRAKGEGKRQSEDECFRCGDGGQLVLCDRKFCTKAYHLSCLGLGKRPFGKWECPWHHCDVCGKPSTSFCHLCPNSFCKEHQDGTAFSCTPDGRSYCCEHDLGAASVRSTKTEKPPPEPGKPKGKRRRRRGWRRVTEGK
V-ATPase pH: alters yeast V-ATPase proton transport; actives 0.37% (n = 350,000); S. cerevisiae, pHLuorin cytosolic pH fluorescence; response, % at 10 µM; in the data active = response mostly above about 7.3%, no sharp cut-off; inactive = mostly below about 5.4%; note: actives read high; inactives centre near 0; some compounds called inactive have numbers as strong as hits; reference of the scale not given here
SR-BI HDL uptake: blocks mouse SR-BI lipid uptake from DiI-HDL; Q61009; ldlA[mSR-BI] CHO cells, DiI-HDL uptake fluorescence, 3 h; inhibition, % at 12.5 µM; actives 0.96% (n = 320,000);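 active = mean replicate inhibition of at least 70% and a set share of replicates each scoring 70 or more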;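 note: 0% = median of neutral control wells and 100% = median of positive control wells; values of inactives mirror those of a sister screen read the other way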
HTR5A ag ctr: activates human HTR5A in OPRM1-OPRD1 agonist counter-screen; HTR5A agonist assay, luminescence, cell-based; activation, % at 9.3 µM; actives 0.61% (n = 340,000); AID 504692; in the data active = activation mostly above about 9.5%, no sharp cut-off; inactive = mostly below about 7.6%;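 note: 0% = cells with vehicle only and 100% = reference agonist; strong numbers were not always called active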
PvdQ acylase: P. aeruginosa PvdQ acylase inhibition | purified PvdQ acylase, fluorescence plate reader | inhibition, % at 10 µM | actives 0.063% (n = 340,000) | AID 488965; in the data active = inhibition above about 30%, passing the limit was not always enough;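 note: 0% = vehicle neutral wells and 100% = reference inhibitor wells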
dFosB act: enhances mouse delta FosB homodimer DNA binding; P13346; actives 0.99% (n = 340,000); activation, % at 25 µM; AID 493131; purified delta FosB, TAMRA-CDK5 oligo fluorescence polarization; percent of positive-control signal above neutral wells;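 active = mean activation above about 17%, with every replicate also reaching it, limit read from the data, passing the limit was not always enough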;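 note: fluorescence polarization rise as delta FosB binds a TAMRA Cdk5 AP-1 oligo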
Wnt act: activators of Wnt/beta-catenin signaling; Wnt/beta-catenin reporter cell assay, activator, plate reader; activation, % at 9.35 µM; actives 1.2% (n = 300,000); AID 743398; in the data active = activation above about 30%, passing the limit was not always enough;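 note: 0% = neutral control wells and 100% = positive control wells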
CDK5 p35 inh: CDK5/p35 (human) kinase inhibition. Q00535+Q15078. Recombinant CDK5/p35, ADP-Glo luminescence, 60 min. inhibition, % at 10 µM. actives 0.01% (n = 330,000);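 active = highest replicate inhibition of at least 50% and at least 75% of replicates reaching 50%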;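 note: plate controls were DMSO neutral control for no effect and GW8510 at 10 µM for full effect; many of its hits are not listed in these tables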
HTR5A inv ctr: counter-screen for OPRM1-OPRD1 inverse agonists: human HTR5A inverse agonism | inhibition, % at 9.3 µM | P47898 | HTR5A cell line, luminescence | AID 504634 | actives 0.083% (n = 340,000); in the data active = inhibition mostly above about 23%, no sharp cut-off; inactive = mostly below about 18%;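 note: 0% = cells with DMSO and 100% = no-cell wells with DMSO; some compounds called inactive have numbers as strong as hits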
* = called active by the depositor.

How did CCC(C)Sc1ccc([C@@H]2[C@H]3C(=O)N(C)C(=O)[C@H]3[C@]3(C(=O)OC)CCCN23)cc1 (stereo not given in full) do in these assays?
MITF act: -1; V-ATPase pH: -1; SR-BI HDL uptake: 3; HTR5A ag ctr: 3; PvdQ acylase: -1; dFosB act: -1; Wnt act: -5; CDK5 p35 inh: 0.8; HTR5A inv ctr: -4

What do the screens show for `CCOC(=O)C(C(=O)OCC)C1CCS(=O)(=O)C1` (stereo not given)?
MITF act: 1; NSD2 inh: -3; V-ATPase pH: -6; SR-BI HDL uptake: -1; HTR5A ag ctr: -1; PvdQ acylase: 2; dFosB act: 0; Wnt act: -3; CDK5 p35 inh: -0.5; HTR5A inv ctr: -17

Results for CCOC(=O)c1cc(-c2cccs2)[nH]n1 ?
MITF act: 13; V-ATPase pH: -3; SR-BI HDL uptake: 3; HTR5A ag ctr: 1; PvdQ acylase: -8; dFosB act: 7; Wnt act: 2; CDK5 p35 inh: 2.1; HTR5A inv ctr: -29

Results for CC1CC(C)CN(C(=O)COC(=O)c2cc([N+](=O)[O-])ccc2N2CCOCC2)C1 (stereo not given) ?
MITF act: 0; NSD2 inh: 8; V-ATPase pH: -4; SR-BI HDL uptake: 53; HTR5A ag ctr: 5; PvdQ acylase: -3; dFosB act: -4; Wnt act: 1; CDK5 p35 inh: 0.9; HTR5A inv ctr: -14

What do the screens show for `C=CCOc1c(Cl)cc(CNc2nccs2)cc1OC`?
MITF act: -1; NSD2 inh: -1; V-ATPase pH: -1; SR-BI HDL uptake: 0; HTR5A ag ctr: 4; PvdQ acylase: -18; dFosB act: -2; Wnt act: -2; CDK5 p35 inh: -4.2; HTR5A inv ctr: -11

How did NC1=NC(c2ccccc2C(F)(F)F)N(c2ccc(F)c(Cl)c2)C(N)=N1 (stereo not given) do in these assays?
MITF act: -5; NSD2 inh: 2; V-ATPase pH: 0; SR-BI HDL uptake: -26; HTR5A ag ctr: -1; PvdQ acylase: -18; dFosB act: -1; Wnt act: 2; CDK5 p35 inh: -1.2; HTR5A inv ctr: 2

What do the screens show for `CC1CCCCN1CCCNc1c(C=O)c(=O)[nH]c2ccccc12` (stereo not given)?
NSD2 inh: 8; V-ATPase pH: -3; SR-BI HDL uptake: -6; HTR5A ag ctr: 5; PvdQ acylase: -8; dFosB act: 0; Wnt act: 2; CDK5 p35 inh: -3.4; HTR5A inv ctr: -20

Results for N#Cc1c(NCCCO)nc(-c2ccco2)c2c1CCCC2 ?
MITF act: 3; NSD2 inh: -10; V-ATPase pH: -4; SR-BI HDL uptake: 17; HTR5A ag ctr: 4; PvdQ acylase: -21; dFosB act: -12; CDK5 p35 inh: 0.1; HTR5A inv ctr: -9

What do the screens show for `COc1ccccc1NC(=O)c1ccccc1C(=O)N(C)Cc1ccccc1`?
MITF act: 2; NSD2 inh: 0; V-ATPase pH: -2; SR-BI HDL uptake: -30; HTR5A ag ctr: 1; PvdQ acylase: -12; dFosB act: -3; Wnt act: -5; CDK5 p35 inh: -1.8; HTR5A inv ctr: -5

Results for CCN(CC)S(=O)(=O)c1ccc(C(=O)NCC(=O)N/N=C/c2ccccc2OC)cc1 ?
MITF act: -3; NSD2 inh: -1; V-ATPase pH: 6; SR-BI HDL uptake: 65; HTR5A ag ctr: -2; PvdQ acylase: 3; dFosB act: -4; Wnt act: 1; CDK5 p35 inh: 0.0; HTR5A inv ctr: 4

Already shown: entries from further up.
How did CCC(C)Sc1ccc([C@@H]2[C@H]3C(=O)N(C)C(=O)[C@H]3[C@]3(C(=O)OC)CCCN23)cc1 (stereo not given in full) do in these assays?
MITF act: -1; V-ATPase pH: -1; SR-BI HDL uptake: 3; HTR5A ag ctr: 3; PvdQ acylase: -1; dFosB act: -1; Wnt act: -5; CDK5 p35 inh: 0.8; HTR5A inv ctr: -4

What do the screens show for `CCOC(=O)C(C(=O)OCC)C1CCS(=O)(=O)C1` (stereo not given)?
MITF act: 1; NSD2 inh: -3; V-ATPase pH: -6; SR-BI HDL uptake: -1; HTR5A ag ctr: -1; PvdQ acylase: 2; dFosB act: 0; Wnt act: -3; CDK5 p35 inh: -0.5; HTR5A inv ctr: -17

Results for CCOC(=O)c1cc(-c2cccs2)[nH]n1 ?
MITF act: 13; V-ATPase pH: -3; SR-BI HDL uptake: 3; HTR5A ag ctr: 1; PvdQ acylase: -8; dFosB act: 7; Wnt act: 2; CDK5 p35 inh: 2.1; HTR5A inv ctr: -29

Results for CC1CC(C)CN(C(=O)COC(=O)c2cc([N+](=O)[O-])ccc2N2CCOCC2)C1 (stereo not given) ?
MITF act: 0; NSD2 inh: 8; V-ATPase pH: -4; SR-BI HDL uptake: 53; HTR5A ag ctr: 5; PvdQ acylase: -3; dFosB act: -4; Wnt act: 1; CDK5 p35 inh: 0.9; HTR5A inv ctr: -14

What do the screens show for `C=CCOc1c(Cl)cc(CNc2nccs2)cc1OC`?
MITF act: -1; NSD2 inh: -1; V-ATPase pH: -1; SR-BI HDL uptake: 0; HTR5A ag ctr: 4; PvdQ acylase: -18; dFosB act: -2; Wnt act: -2; CDK5 p35 inh: -4.2; HTR5A inv ctr: -11

How did NC1=NC(c2ccccc2C(F)(F)F)N(c2ccc(F)c(Cl)c2)C(N)=N1 (stereo not given) do in these assays?
MITF act: -5; NSD2 inh: 2; V-ATPase pH: 0; SR-BI HDL uptake: -26; HTR5A ag ctr: -1; PvdQ acylase: -18; dFosB act: -1; Wnt act: 2; CDK5 p35 inh: -1.2; HTR5A inv ctr: 2

More structures
How did N#CCCSc1ccccc1NC(=O)c1cc(=O)c2ccccc2o1 do in these assays?
MITF act: -10; NSD2 inh: 0; V-ATPase pH: -3; SR-BI HDL uptake: -6; HTR5A ag ctr: 2; PvdQ acylase: 7; dFosB act: 10; Wnt act: 1; CDK5 p35 inh: 0.3; HTR5A inv ctr: -9

Results for Cc1c(Cl)cccc1NC(=S)N1CCOCC1 ?
MITF act: 14; NSD2 inh: -1; V-ATPase pH: -4; SR-BI HDL uptake: 4; HTR5A ag ctr: -2; PvdQ acylase: -17; dFosB act: 0; Wnt act: -4; CDK5 p35 inh: -0.2; HTR5A inv ctr: 4

What do the screens show for `CCC(C)C(NC(=O)c1ccccc1NC(=O)c1ccc(C)cc1)C(=O)O` (stereo not given)?
MITF act: 8; NSD2 inh: -2; V-ATPase pH: -1; SR-BI HDL uptake: -4; HTR5A ag ctr: 1; PvdQ acylase: -5; dFosB act: 1; Wnt act: 7; CDK5 p35 inh: -1.3; HTR5A inv ctr: 13

How did CCCC(C)c1oc(=O)cc(O)c1C (stereo not given) do in these assays?
MITF act: -2; V-ATPase pH: 0; SR-BI HDL uptake: -19; HTR5A ag ctr: -1; PvdQ acylase: -11; dFosB act: -1; Wnt act: 1; CDK5 p35 inh: -0.4; HTR5A inv ctr: 3

What do the screens show for `Cc1cc(N2CCCCC2)nc(-c2ccc(Br)cc2)n1`?
MITF act: -3; NSD2 inh: -3; V-ATPase pH: 2; SR-BI HDL uptake: 50; HTR5A ag ctr: -1; PvdQ acylase: -7; dFosB act: -15; Wnt act: -2; CDK5 p35 inh: -1.0; HTR5A inv ctr: 19

What do the screens show for `Cc1nccn1CC(=O)N/N=C/c1c[nH]c2ccccc12`?
NSD2 inh: -1; V-ATPase pH: -1; SR-BI HDL uptake: -1; HTR5A ag ctr: 3; PvdQ acylase: -3; dFosB act: 8; Wnt act: 2; CDK5 p35 inh: 1.2; HTR5A inv ctr: -14

How did COc1cc(/C=C(\C#N)c2ccccn2)cc(OC)c1O do in these assays?
MITF act: 1; NSD2 inh: 7; V-ATPase pH: -3; HTR5A ag ctr: 3; PvdQ acylase: 8; dFosB act: -8; Wnt act: -4; CDK5 p35 inh: -0.8; HTR5A inv ctr: -12

What do the screens show for `COc1ccccc1-n1nc(C(=O)NCc2ccco2)c2ccccc2c1=O`?
MITF act: -14; NSD2 inh: 2; V-ATPase pH: 5; SR-BI HDL uptake: -24; HTR5A ag ctr: 1; PvdQ acylase: 5; dFosB act: -6; CDK5 p35 inh: -1.4; HTR5A inv ctr: -2

Results for CC(=O)O[C@]1(C(C)=O)CC[C@H]2[C@@H]3C=CC4=CC(=O)C=C[C@]4(C)[C@H]3CC[C@@]21C ?
MITF act: 11; NSD2 inh: 0; V-ATPase pH: 8; SR-BI HDL uptake: 6; HTR5A ag ctr: 1; PvdQ acylase: 3; dFosB act: -10; Wnt act: 2; CDK5 p35 inh: 1.1; HTR5A inv ctr: -3

What do the screens show for `Cc1ccnc(NC(=O)c2ccccc2NC(=O)C(C)(C)C)c1`?
MITF act: -21; NSD2 inh: -2; V-ATPase pH: -2; SR-BI HDL uptake: -20; HTR5A ag ctr: -4; PvdQ acylase: -13; dFosB act: -2; CDK5 p35 inh: -0.9; HTR5A inv ctr: 28

What do the screens show for `O=C(N1CCCC1)C12CCC3CC(CC(C3)C1)C2`?
MITF act: 13; NSD2 inh: 11; V-ATPase pH: 15; SR-BI HDL uptake: 5; HTR5A ag ctr: -6; PvdQ acylase: 7; dFosB act: 2; Wnt act: -1; CDK5 p35 inh: -0.3; HTR5A inv ctr: -23

How did CC1CCc2cc(F)ccc2N1S(=O)(=O)c1ccc(Cl)nc1 (stereo not given) do in these assays?
MITF act: -5; NSD2 inh: -6; V-ATPase pH: -1; HTR5A ag ctr: -4; PvdQ acylase: -19; dFosB act: 5; Wnt act: 1; CDK5 p35 inh: -0.5; HTR5A inv ctr: 31

What do the screens show for `COc1ccc(/C=C/C(=O)NC(CCSC)C(=O)O)cc1` (stereo not given)?
MITF act: 0; NSD2 inh: -1; V-ATPase pH: -1; SR-BI HDL uptake: 1; HTR5A ag ctr: 0; PvdQ acylase: -9; dFosB act: 0; Wnt act: -2; CDK5 p35 inh: 0.2; HTR5A inv ctr: 0

Results for COc1ccc(CC(=O)N[C@@H](CCSC)c2nc3ccccc3[nH]2)cc1 ?
MITF act: -8; NSD2 inh: 0; V-ATPase pH: 3; SR-BI HDL uptake: 15; PvdQ acylase: -10; dFosB act: -8; Wnt act: -1; CDK5 p35 inh: -0.6

Results for CCOC(=O)C1(Cc2cccc(F)c2)CCN(Cc2c(C)nn(CC)c2C)CC1 ?
MITF act: 1; NSD2 inh: -3; V-ATPase pH: 8; SR-BI HDL uptake: -4; HTR5A ag ctr: 4; PvdQ acylase: -8; dFosB act: 0; Wnt act: -6; CDK5 p35 inh: 0.7; HTR5A inv ctr: -13

How did CS(=O)(=O)c1ccc2nc(NC(=O)c3ccc(N4CCCC4=O)cc3)sc2c1 do in these assays?
MITF act: 2; NSD2 inh: 25; V-ATPase pH: 9; HTR5A ag ctr: -4; PvdQ acylase: 4; dFosB act: -4; Wnt act: 2; CDK5 p35 inh: -3.4; HTR5A inv ctr: -19

How did CCC1(O)CC(C(=O)OC)=NN1C(=O)c1ccccc1 (stereo not given) do in these assays?
MITF act: -1; NSD2 inh: -3; V-ATPase pH: 0; SR-BI HDL uptake: -12; HTR5A ag ctr: 4; PvdQ acylase: 4; dFosB act: -2; Wnt act: 1; CDK5 p35 inh: -0.4; HTR5A inv ctr: -24

How did COc1cc(/C=C(\C#N)C(=O)Nc2ccccn2)ccc1O do in these assays?
MITF act: 45; NSD2 inh: 1; V-ATPase pH: 2; HTR5A ag ctr: 3; PvdQ acylase: -11; dFosB act: -2; Wnt act: -3; CDK5 p35 inh: 2.4; HTR5A inv ctr: -8

Assay outcomes deposited in PubChem BioAssay by several laboratories.
